# High-throughput results: PubChem BioAssay, several laboratories
# TWEAK-Fn14 inh = TWEAK-Fn14 signaling inhibition. TWEAK-stimulated Fn14 reporter cells, luciferase luminescence, 8 h. inhibition, % at 10 µM. hit rate 2% among 360,000; in the data active means inhibition above about 50%
# KKLEB tox = counter-screen for CF NF-kB inhibitors: cytotoxicity; KKLEB CF airway cells viability, ATPlite luminescence, overnight; hits give low values; cells stimulated with P. aeruginosa culture filtrate; activity change (cytotoxicity), % at 5 µM; hit rate 0.36% among 360,000;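 active means corrected activity change at or below -50% at 5 µM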
# NR2F2 inh = NR2F2 (human) inhibition, primary screen; P24468; HEK293T NGFI-A luciferase reporter, luminescence; inhibition, % at 8.6 µM; hit rate 0.7% among 370,000; AID 686940;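 active means inhibition above a per-plate cutoff, mean inhibition of test wells between control levels plus 3 SD, cut at about 38% in these data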;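 further: cells cotransfected with COUP-TFII expression vector driving the NGFI-A reporter; 0% = median of COUP-TF2 test wells and 100% = reporter-only cells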
# Target sequence (P24468 whole entry, looked up): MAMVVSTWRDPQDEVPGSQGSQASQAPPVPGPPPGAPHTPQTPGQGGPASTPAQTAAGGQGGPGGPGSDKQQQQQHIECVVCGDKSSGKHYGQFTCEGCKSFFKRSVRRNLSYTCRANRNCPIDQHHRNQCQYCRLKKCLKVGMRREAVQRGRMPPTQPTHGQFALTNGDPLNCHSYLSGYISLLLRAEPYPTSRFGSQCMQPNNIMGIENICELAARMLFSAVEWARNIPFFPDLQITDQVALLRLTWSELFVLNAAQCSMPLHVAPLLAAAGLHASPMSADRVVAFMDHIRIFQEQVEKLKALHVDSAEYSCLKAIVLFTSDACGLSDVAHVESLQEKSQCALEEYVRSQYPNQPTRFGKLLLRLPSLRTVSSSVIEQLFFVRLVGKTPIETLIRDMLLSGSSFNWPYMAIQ
# NCOA1 inh = inhibitors of human steroid receptor coactivator 1 (SRC1). AID 588354. Q15788. HEK293 GAL4-SRC1 luciferase reporter, luminescence. hit rate 0.12% among 360,000. inhibition, % at 3.6 µM;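 active means inhibition above the campaign mean plus 3 SD, with each screening campaign given its own cutoff, cut at about 60% in these data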;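 further: 0% = DMSO treated cells and 100% = gossypol at 36 µM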
# EBV LMP1 NFkB = inhibitors of Epstein-Barr LMP1-induced NF-kappaB reporter. LMP1-induced NF-kappaB luciferase reporter cells, luminescence. inhibition, % at 12.5 µM. hit rate 0.69% among 350,000. AID 504558; in the data active means inhibition above about 41%;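 further: 0% = neutral control wells and 100% = reference inhibitor control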
# TROY NFkB inh = blocks TROY-dependent signaling in reporter cells | AID 1347056 | inhibition, % at 10 µM | hit rate 0.98% among 360,000 | Q293 LMP1-TROYcd NF-kB luciferase reporter, 4 h;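 active means compounds whose plate-normalised and pattern-corrected inhibition of the luciferase reporter signal at the single screening dose is 50% or more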
# SRC3 inh = inhibitors of human steroid receptor coactivator 3 (SRC3). hit rate 0.17% among 360,000. inhibition, % at 3.6 µM. Q9Y6Q9. HEK293 GAL4-SRC3 luciferase reporter, luminescence. AID 588352;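 active means inhibition above a per-campaign cutoff, the mean of all compounds plus 3 SD, cut at about 60% in these data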;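 further: 0% = DMSO-treated cells and 100% = gossypol-treated cells at 36 µM; higher means less SRC3-driven luciferase light from the GAL4 reporter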
# Shn3 inh set2 = inhibitors of Schnurri-3 3'UTR reporter in osteoblasts; Clone20 osteoblast Shn3 3'UTR firefly luciferase, 24 h; hit rate 0.52% among 360,000; inhibition, % at 12.5 µM;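 active means mean inhibition of at least 75% with every replicate also reaching 75%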;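 further: 0% = median of neutral control wells and 100% = pilot-screen positive control compound; some compounds past the cut are filed as inactive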
# LRH-1 inv ag = inverse agonists of human LRH-1 (NR5A2). inhibition, % at 3.6 µM. hit rate 0.13% among 360,000. O00482. HEK293T StAR-luciferase reporter, LRH-1 transfected, 24 h;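 active means inhibition above the mean inhibition of all tested compounds plus 3 SD, cut at about 73% in these data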;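 further: 0% = DMSO wells and 100% = reporter-only cells lacking LRH-1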
# Target sequence (O00482 whole entry, looked up): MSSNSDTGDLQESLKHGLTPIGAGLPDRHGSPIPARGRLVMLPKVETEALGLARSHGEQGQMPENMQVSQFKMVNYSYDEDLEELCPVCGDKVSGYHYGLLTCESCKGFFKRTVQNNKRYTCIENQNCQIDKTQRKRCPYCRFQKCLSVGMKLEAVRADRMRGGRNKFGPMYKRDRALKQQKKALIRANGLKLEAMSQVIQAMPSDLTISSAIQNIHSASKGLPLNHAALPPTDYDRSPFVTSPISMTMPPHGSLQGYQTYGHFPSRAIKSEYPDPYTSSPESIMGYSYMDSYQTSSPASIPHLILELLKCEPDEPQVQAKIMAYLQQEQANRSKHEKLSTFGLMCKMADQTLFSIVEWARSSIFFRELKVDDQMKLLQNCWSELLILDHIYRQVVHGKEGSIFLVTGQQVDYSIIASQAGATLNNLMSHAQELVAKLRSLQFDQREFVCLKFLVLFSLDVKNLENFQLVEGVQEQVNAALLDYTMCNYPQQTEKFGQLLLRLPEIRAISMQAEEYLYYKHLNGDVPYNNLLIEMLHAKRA
# CF NFkB block = cystic fibrosis NF-kB activation inhibition. KKLEB NF-kB-GFP reporter, PAF-induced, GFP fluorescence overnight. inhibition, % at 5 µM. hit rate 0.86% among 360,000;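 active means at least 50% inhibition at 5 µM, scaled per plate between neutral and stimulator controls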;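 further: PAF is a Pseudomonas aeruginosa culture filtrate used as stimulus; plate controls were PAF-stimulated DMSO wells for no effect and unstimulated DMSO wells for full effect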
# C8 TRAIL sens = caspase-8 TRAIL sensitization. NB7+C8 cells + TRAIL, ATPlite viability luminescence. hit rate 1% among 360,000. inhibition (viability loss, TRAIL sensitization), % at 10 µM. AID 624354;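 active means compounds causing at least 50% loss of cell viability in the single-dose screen, relative to plate controls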
# Active calls of the source: *; x = no result given. Some of the compounds tested, so the mix of outcomes need not match the whole.
molecule,TWEAK-Fn14 inh,KKLEB tox,NR2F2 inh,NCOA1 inh,EBV LMP1 NFkB,TROY NFkB inh,SRC3 inh,Shn3 inh set2,LRH-1 inv ag,CF NFkB block,C8 TRAIL sens
COc1ccccc1C(=O)COC(=O)COc1ccc(C#N)cc1,11,0,13,7,12,-8,-2,-7,13,8,7
Cc1cc(C(=O)COC(=O)c2ccccc2O)c(C)n1Cc1cccs1,102*,-44,97*,90*,87*,64*,87*,91*,94*,13,90*
N#Cc1nc(-c2ccco2)oc1NCc1ccccc1Cl,-7,-17,17,-8,x,-8,8,7,-10,20,-15
Cc1ccc(-n2c(-c3ccco3)nc3nc4ccccc4nc32)cc1F,5,2,-14,-13,5,-6,-4,15,7,-13,6
CCn1cc(CCC(=O)NCc2ccccc2OC)c2ccccc21,7,-11,-13,-16,6,-20,-23,13,0,30,-14
NNC(=O)C1CC(O)CN1S(=O)(=O)c1ccc2ccccc2c1 (stereo unspecified),18,-12,-15,-20,0,0,21,-22,6,5,-4
COc1ccc2nc(NC(=O)C3CCN(S(=O)(=O)c4cccc5nsnc45)CC3)sc2c1,97*,-6,78*,-1,28,61*,18,58,14,44,45
O=C(NC1CCCCC1)c1cc([N+](=O)[O-])[nH]n1,6,-6,-2,-4,-1,-3,21,-3,2,14,-4
Cc1ccsc1C(=O)N1CCCC(CO)(Cc2ccccc2)C1 (stereo unspecified),-18,5,3,-19,-8,-11,-30,-13,-21,-16,10
O=C(COC(=O)c1cncc(Br)c1)NC1CCCC1,-12,-2,1,-1,4,-4,5,-4,13,6,9
O=C(CS(=O)(=O)c1ccccc1)c1ccc2c(c1)OCCO2,-17,-11,-12,-8,-27,-67,-77,-15,-29,20,5
Cc1[nH]n(-c2ccccc2)c(=O)c1/C=N\NC(=O)C1COc2ccccc2O1 (stereo unspecified),11,-4,-6,-34,-4,-34,-33,-6,-42,-2,85*
Cc1cccc(C)c1NC(=O)CNC(=O)c1ccccc1OCc1ccccc1,-17,10,-2,3,0,-3,5,6,-7,3,-9
O=C(Nc1nccs1)c1ccc([N+](=O)[O-])cc1Cl,-23,0,-27,-44,-9,6,-47,-30,-24,4,7
O=C1NC(Cc2ccc(O)cc2)c2nc3ccccc3c(=O)n2-c2ncccc21 (stereo unspecified),15,-2,-9,-1,0,-1,12,8,9,-9,-10
CC(=O)Nc1ccc(S(=O)(=O)Nc2nc3ccccc3nc2Nc2ccc3ccccc3c2)cc1,17,5,8,-47,-15,8,0,-31,-5,-34,11
CN(C)S(=O)(=O)c1cccc(NC(=O)CNc2cccc(S(=O)(=O)N3CCCCC3)c2)c1,27,-21,45*,19,11,18,24,54,33,13,13
CC(=O)Nc1ccc(C(=O)COC(=O)c2nc3nc(C)cc(C)n3n2)cc1,6,-8,6,-6,-4,-10,5,7,4,-19,-12
O/N=C(/CCc1ccccc1)c1ccc2c(c1)OCCO2,-79,-2,-37,-72,-29,-69,-48,-51,-95,0,-19
CC(C)(Oc1ccc(CCNC(=O)c2ccc(-c3ccccc3)o2)cc1)C(=O)O,8,17,8,-3,-3,9,6,16,5,3,5
Cc1cccc(NS(=O)(=O)c2ccc(C)c(C(=O)OCC(=O)Nc3cc(C)on3)c2)c1,-28,-2,-40,-56,17,21,-72,7,-1,9,14
N#Cc1c(N)nc2c(c1-c1ccncc1)CCCC2,6,0,-4,7,-13,-12,2,-8,-11,2,9
OCCSc1nc2ccccc2n1CCOc1ccccc1,-10,-10,8,-3,1,-2,4,8,-28,-7,8
COc1cc(/C=N/N=C2/C(=O)Nc3ccccc32)cc(OC)c1O,-6,-4,8,-14,-6,2,23,-20,6,-21,25
CC1(C)C(=O)Nc2ccccc2N1C(=O)Cn1ncc(Cl)c(Cl)c1=O,17,6,7,-2,-48,-23,-14,-18,2,7,11
COc1ccc(OC)c(NC(=O)CCC(=O)Oc2ccc(C)cc2)c1,11,-14,39*,0,2,13,6,0,11,-2,-4
COc1cccc(/C=C/C(=O)OCC(=O)c2ccc(C)c(C)c2)c1OC,-21,-23,0,-68,2,6,2,5,0,18,-4
Oc1ccccc1C=NN=Cc1c(O)ccc2ccccc12,-8,6,-3,-68,93*,-66,-82,-22,4,-22,20
Cc1cccc(C)c1N1C(=O)CC(N2CCSCC2)C1=O (stereo unspecified),0,-2,-6,3,1,-3,6,-16,16,9,-9
Cc1cc(C)c(S(=O)(=O)N2CCCCC2)c(C)c1-n1ncnn1,10,-4,2,4,0,1,9,2,-9,11,-14
CCN1C(N(C)CCc2cccs2)=N[C@@H](c2ccccc2)C(C(=O)OC)=C1C,0,-12,6,-31,3,-20,-24,18,4,-24,-21
O=[N+]([O-])c1cccc2c3c([nH]c12)CCCC3,-14,-6,3,11,1,-7,12,-6,-13,14,-1
O=C(Nc1ccc2c(c1)ncn2C1CCCCC1)c1ccco1,-10,2,-35,-58,-28,-40,-40,-68,-56,2,15
CCn1nc(NS(=O)(=O)c2ccc([N+](=O)[O-])cc2)c2cc3cccc(C)c3nc21,-12,19,-3,1,5,26,-12,-2,-4,7,17
O=S(=O)(c1cccc(-c2csc(N/N=C/c3ccco3)n2)c1)N1CCOCC1,-2,-19,2,-29,-5,-2,0,16,3,9,6
Cc1ccc(-n2nnnc2CSc2nnc(-c3ccc(O)cc3)o2)cc1,14,-3,2,-8,1,-24,12,-34,18,16,-4
CSc1ccc(CN2CCC2(C)C(=O)NCc2ccc3c(c2)OCO3)cc1 (stereo unspecified),1,2,-5,2,x,0,-8,1,16,-16,3
O=C(NC(c1ccc(Cl)cc1)c1ccsc1)C1CCN(Cc2ccc(Oc3ccccc3)cc2)CC1 (stereo unspecified),28,-32,-3,8,x,29,-5,21,-8,18,32
COCCNC(=O)CCc1nc(-c2ccccc2)no1,10,0,6,8,-2,-51,-1,-5,9,14,-3
CCN1CCN(c2ccc(S(=O)(=O)N3CCCCC3)cc2N)CC1,13,10,2,-4,0,-4,-5,17,-10,7,1
CCOC(=O)c1c(C)[nH]c(C(=O)OCC(=O)NC2(C#N)CCCCC2)c1C,-10,5,8,0,5,-13,4,6,-8,0,-15
Cc1nc2ccccc2n1C(C)c1ccccc1 (stereo unspecified),1,3,20,5,11,3,-2,5,-11,-4,2
C=CCOc1ccc(/C=C2\SC(=S)N(CCC(=O)O)C2=O)cc1,90*,-2,36,52,37,46,42,17,-2,4,57*
CC(C)n1nnnc1SCC(=O)NCc1cccs1,15,-4,9,-35,5,2,15,9,6,-1,3
C=CCNc1nc(=S)[nH]c2cc(OC)c(OC)cc12,20,9,7,23,-19,1,16,-7,5,-16,0
O=C(COc1ccc(Br)cc1CNC1CCCC1)Nc1ccccc1,8,16,-2,-7,-1,-6,-16,21,-20,-13,22
c1ccc(Cn2nnc3ccccc32)cc1,-8,-19,-4,16,4,1,-6,1,-5,6,-3
Cc1cc(/C=C2\SC(=S)N(C)C2=O)c(C)n1-c1ccc(O)cc1,104*,-4,84*,80*,48*,82*,81*,-37,72,-8,30
CCCc1ccc(OCc2nc(-c3ccc(NC(=O)c4ccco4)cc3)no2)cc1,-47,2,-25,-63,-20,-27,-47,-19,-97,-2,33
O=C1C(Cl)=C(NC2CCCCC2)C(=O)N1c1ccc(Cl)cc1,-52,-10,-11,-45,-5,-32,-17,-25,-26,-2,-12
COC(=O)c1cccc(F)c1C(=O)c1cccc2ccccc12,6,-6,-7,16,6,0,9,13,9,-4,-15
CC(C)NC(=O)NC(=O)CSc1nnc(COc2ccccc2F)n1C(C)C1CC2CCC1C2 (stereo unspecified),18,-1,x,-3,5,5,-22,6,-13,-10,-16
Cc1nc2c3ccccc3nc(NNC(=O)CCC(=O)NCCN3CCN(c4ccccc4)CC3)n2n1,-4,17,-17,-8,-5,26,-61,-71,-8,-1,-23
O=C(CN1CCc2[nH]c3ccccc3c2C1)N1CCCCC1,8,-4,4,3,-13,-4,-26,0,11,-14,-3
CCc1nnc(NC(=O)C2CCCO2)s1 (stereo unspecified),-4,4,3,6,7,3,-6,10,-17,8,-7
Fc1ccc(Br)cc1C1C=C(c2cccnc2)Nc2ncnn21 (stereo unspecified),-4,-3,x,10,6,3,8,1,22,-5,11
CC(C)(C)S(=O)(=O)N1Cc2cc(=O)n(Cc3ccccc3)c(CCO)c2[C@@H]1CCO,-34,4,-1,4,-3,3,10,3,13,4,-6
CN(C)S(=O)(=O)n1cnc([C@@H]2[C@H]3C(=O)OC[C@@H]3C[C@@]23N=CN(Cc2ccccc2)C3=O)c1,4,13,9,3,1,2,-19,-7,-3,-21,7
COc1cc(/C=N/N(C)C)ccc1OC(=O)c1cccs1,-36,7,3,-22,4,-30,11,26,10,-30,3
C/C(=N\Nc1nccnc1Cl)c1ccc(Br)cc1,-17,-12,-63,-93,17,-27,-90,-13,-98,-8,-7

# The listing continues:
molecule,TWEAK-Fn14 inh,KKLEB tox,NR2F2 inh,NCOA1 inh,EBV LMP1 NFkB,TROY NFkB inh,SRC3 inh,Shn3 inh set2,LRH-1 inv ag,CF NFkB block,C8 TRAIL sens
O=C(OCC(=O)N1CCN(c2ccccc2)CC1)c1ncc(Cl)c(Cl)c1Cl,-7,1,11,1,-1,-5,0,6,18,11,-5
CCCCNC(=O)C1(C)CCCCN1C(=O)c1cc(OC)ccc1Br (stereo unspecified),6,-3,-7,8,x,-5,12,-14,-1,12,3
O=C(COc1c(F)c(F)cc(F)c1F)NNC(=O)CC1CCS(=O)(=O)C1 (stereo unspecified),-4,4,6,1,-5,-5,-3,-13,6,-8,3
COCCCNC(=O)Cn1ccc(NC(=O)OCc2ccccc2)nc1=O,7,-5,1,6,-7,-4,-13,7,12,-10,-7
COc1cc2c(cc1NC(=O)C(C)Sc1ccc(NC(C)=O)cc1)oc1ccccc12 (stereo unspecified),66*,-17,4,-10,-4,8,6,23,-3,10,7
CCN(CC(=O)Nc1ccc([N+](=O)[O-])cc1OC)CC(=O)NC(C)(C)C,-12,-1,-8,-15,-1,-11,5,8,-6,-3,10
CCS(=O)(=O)c1ccc(N=Nc2ccc(O)c3ncccc23)c(OC)c1,65*,-27,-14,-36,-14,39,22,95*,8,45,70*
CC(=O)c1cccc(NS(=O)(=O)c2csc(C(N)=O)c2)c1,10,5,0,8,0,10,16,12,5,-9,15
COc1ccc(-c2nnc(SCc3nnc(-c4ccc(Cl)cc4)o3)n2-c2ccccc2)cc1,15,8,7,-26,3,7,-1,29,4,6,7

# Single records, as listed above. Order of screens: TWEAK-Fn14 inh	KKLEB tox	NR2F2 inh	NCOA1 inh	EBV LMP1 NFkB	TROY NFkB inh	SRC3 inh	Shn3 inh set2	LRH-1 inv ag	CF NFkB block	C8 TRAIL sens
# `O=C(OCC(=O)N1CCN(c2ccccc2)CC1)c1ncc(Cl)c(Cl)c1Cl` as listed: -7	1	11	1	-1	-5	0	6	18	11	-5
# `COc1cc2c(cc1NC(=O)C(C)Sc1ccc(NC(C)=O)cc1)oc1ccccc12` (stereo unspecified) as listed: 66*	-17	4	-10	-4	8	6	23	-3	10	7
